# Assay outcomes: PubChem, National Center for Advancing Translational Sciences (NCATS)
# KB-3-1 cytotox = KB-3-1 parental cell cytotoxicity; KB-3-1 viability, CellTiter-Glo ATP luminescence, 72 h; Potency, µM (doses to about 46.1 µM), for inactives: at the top dose activity change, negative = cytotoxic, usual class: cytotoxic; 400,000 compounds, 1.4% hits; AID 1347075; also: potency is read from the fitted curve at half-maximal effect; % is scaled to controls: 0 for no effect and ±100 for the full control effect; nearly all actives have a fitted effect of over 60% in size
#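 Luminescent ATP read-out (CellTiter-Glo) measures survival of drug-naive KB-3-1 cells after 72 h compound exposure at 37 °C. Titration series was screened from lowest to highest concentration, with DMSO vehicle plates as background controls.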
# IL1B secr inh = blocks inflammasome-driven IL-1 beta release; activity change, % at 57.5 µM; AID 743279; THP-1 LPS/ATP IL-1B secretion, AlphaLISA, 16 h; active compounds read low; 360,000 compounds, 4.7% hits; in the data active = activity change below about -50%; inconclusive = mostly about -30% to -49%; also: % is scaled to controls: 0 for no effect and ±100 for the full control effect
#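 Secreted IL-1B measured by AlphaLISA bead assay after 16 h compound exposure of THP-1 cells; compounds (final up to 57.5 uM) added 1 h before LPS (250 ng/mL) and ATP (1.25 mM) stimulation; lower signal means less secretion.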
# ATXN viability = cell viability loss in ATXN counter-screen | S2 cells (HEK-293 line with an ATXN2-luciferase reporter) viability, CellTiter-Fluor protease fluorescence, 24 h | Potency, µM (top dose mostly 56.7 µM), most hits filed as cytotoxic | 400,000 compounds, 0.49% hits; also: potency is read from the fitted curve at half-maximal effect; nearly all actives have a fitted effect of over 40% in size
# HepG2 tox = kills HepG2 cells in TGF-b inhibitor counter-screen; Potency, µM (titrated, usually from 46.1 µM), for the others: at the top dose activity change, negative = cytotoxicity, usual class: cytotoxic; 410,000 compounds, 0.76% hits; HepG2 CAGA-GFP viability, ATP luminescence, 18 h; AID 588856; also: potency is read from the fitted curve at half-maximal effect; some results filed as inactive show a strong effect at the top dose
#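 CellTiter-Glo luminescence gave cytotoxicity after 18 hours at 37 degrees C. The cells were HepG2 CAGA-GFP in 1% FBS DMEM, stimulated with 500 pg/mL TGF-beta after compound addition. %Activity was normalised to no-cell wells (complete cell-killing) and DMSO (no toxicity), and curves were fitted and classified.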
# SW480 rereplic = inducers of DNA re-replication in SW480 colon cancer cells | Potency, µM (doses to about 46.1 µM), inactives show at the top dose re-replication activation, hits mostly activators | 340,000 compounds, 1.8% hits | SW480 DNA re-replication, Hoechst DNA content imaging, 48 h; also: potency is read from the fitted curve at half-maximal effect; % of control where 0% means no effect; nearly all actives have a fitted effect of over 55% in size
#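 Compounds, transferred as 23 nL by pin tool, were incubated with cells for 48 hr; DNA content per nucleus was then quantified by Hoechst staining and fluorescence plate imaging.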
# MCF10A rerep = DNA re-replication induction in MCF 10a cells. AID 624296. MCF 10A DNA re-replication, Hoechst nuclear intensity, 48 h. 350,000 compounds, 2.9% hits. Potency, µM (titrated, usually from 46.1 µM), for the others: top-dose activity, positive = re-replication, actives largely listed as activators; also: potency is read from the fitted curve at half-maximal effect; % of control where 0% means no effect; nearly all actives have a fitted effect of over 50% in size
# HT1080-NT tox = kills 2HG-producing HT-1080-NT fibrosarcoma cells; AID 686970; HT-1080-NT fibrosarcoma viability, CellTiter-Glo ATP luminescence, 48 h; Potency, µM (top dose mostly 46.1 µM), for inactives: top-dose activity, negative = less viability, usual class: cytotoxic; 360,000 compounds, 1.6% hits;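 also: NT is the 2HG producing partner of a matched IDH1 knockdown line; potency is read from the fitted curve at half-maximal effect; 0% = DMSO-treated cells and -100% = media-only wells without cells; nearly all actives have a fitted effect of over 55% in size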
#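 Luminescent CellTiter-Glo readout after 48 hours of compound exposure at 37 degrees C defined viability of HT-1080-NT cells. Activity was normalized to DMSO wells and cell-free media wells; concentration-response curves were fitted and assigned curve classes.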
# HT1080 IDH1KD tx = kills HT-1080 cells with IDH1 knockdown. HT-1080 IDH1 knockdown viability, ATP luminescence, 48 h. Potency, µM (highest dose often 46.1 µM), for the others: at the top dose activity, negative = toxicity, usual class: cytotoxic. 360,000 compounds, 2% hits. AID 686971;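 also: potency is read from the fitted curve at half-maximal effect; 0% = DMSO wells and -100% = cell-free medium wells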
#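 IDH1KD HT-1080 cells, 750/well, RPMI + 5% FBS; compound pinned after 2 h settling; 48 h, 37 °C; CellTiter-Glo luminescence; % activity normalised to DMSO and no-cell wells; curves fitted, classed by r2 and efficacy.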
# ATXN2 expr inh = reduces ATXN2 reporter expression in HEK-293 cells; HEK-293 ATXN2-luciferase reporter, luminescence, 24 h; AID 1745845; Potency, µM (doses to about 57 µM), for the others: at the top dose activity change, negative = inhibition, hits mostly inhibitors; 360,000 compounds, 0.72% hits; also: potency is read from the fitted curve at half-maximal effect; % is scaled to controls: 0 for no effect and ±100 for the full control effect; nearly all actives have a fitted effect of over 55% in size
#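 ATXN2-luciferase reporter cells (luciferase flanked by upstream and downstream ATXN2 gene portions) were treated 24 h at 37 °C with compounds at up to 57 uM. SteadyGlo luminescence gave expression; GF-AFC fluorescence gave viability.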
# * marks the source's active call; other numbers are inactive results; i = inactive; u = inconclusive; x = not tested or not shown; [ ] = another dose, or the depositor's remark. Unless noted, calls follow the shape of the dose curve; as a rule, active = well fitted curve in the direction sought with a large enough effect; inconclusive = small, poorly fitted or top-dose-only effect, or another doubt; inactive = no such curve, though single readings can be large; an effect the other way counts as inactive or inconclusive.
# Value order – KB-3-1 cytotox	IL1B secr inh	ATXN viability	HepG2 tox	SW480 rereplic	MCF10A rerep	HT1080-NT tox	HT1080 IDH1KD tx	ATXN2 expr inh
(1) CC1CCCC(C)N1CCCNC(=O)C1CCCN(S(=O)(=O)N2CCCCC2)C1 (configuration not stated)
 : 6%	-5	i	5%	x	x	5%	9%	x
(2) O=C(CN1CCN(c2ccccc2)CC1)Nc1c(C(=O)C2CC2)oc2ccccc12
 : -13%	15	i	-9%	0%	u	-6%	-10%	-15%
(3) COCc1cc(Sc2ccc(Cl)cc2)nc(C)n1
 : -1%	15	i	-16%	u	2%	-12%	-4%	-13%[11.3 µM]
(4) O=C(c1ccc2ccccc2n1)N1CCN(c2ccccn2)CC1
 : 5%	45	i	7%	-2%	3%	-8%	-4%	1%
(5) C=CCn1c(SC)nnc1C1COc2ccccc2O1 (configuration not stated)
 : -10%	-4	i	-30%	1%	2%	14%	-1%	-6%
(6) COc1ccc(C(=O)NNC(=O)C(NC(=O)c2cc(OC)cc(OC)c2)C(C)C)cc1 (configuration not stated)
 : 10%	-22	i	-6%	-14%	10%	10%	16%	0%
(7) Cc1ccc(OCC(O)CN2CCN(CCO)CC2)c(C)c1 (configuration not stated)
 : 2%	11	i	-42%	-13%	u	4%	4%	1%
(8) COc1ccc(CNC(=O)c2cc(-n3cnnc3)ccc2Cl)cc1
 : -2%	0	i	1%	-5%	-4%	-4%	1%	12%
(9) CC(C)(C)OC(=O)NNc1c2ccccc2nc2ccccc12
 : u	-76*	x	-20%	19%	u	-12%	u	u
(10) CC(=O)N(C)c1ccc(NC(=O)Nc2ccc(C)cc2)cc1
 : u	-20	i	9%	-9%	-8%	3%	2%	33%[activator]
(11) COc1cccc(CN2CC(C(=O)N(C)CC3CCOCC3)CCC2=O)c1 (configuration not stated)
 : x	-10	i	13%	-2%	0%	0%	8%	-4%
(12) CCOC(=O)CN1CCC(c2ccccc2)CC1
 : 5%	8	i	-7%	-1%	-4%	12%	0%	x
(13) Cc1cc(NCCc2ccccc2F)n2ncnc2n1
 : -15%	0	i	6%	u	-15%	0%	-6%	-24%
(14) O=C(NCCc1ccccc1F)C1CC(O)CN1C(=O)Nc1ccccc1 (configuration not stated)
 : 10%	10	i	-2%	-19%	-1%	7%	3%	5%
(15) O=C(COC(=O)COc1ccc(Cl)cc1)NCc1cccs1
 : 6%	5	i	-5%	-4%	5%	11%	20%	6%
(16) NS(=O)(=O)c1ccc(CCNC(=O)Cn2c(-c3cccs3)cc3ccccc32)cc1
 : 1%	x	i	-19%	x	x	x	x	-4%
(17) CC(=O)Oc1ccc(NC(=O)C2CCCCC2)c(C(=O)O)c1
 : 11%	1	i	2%	1%	0%	0%	0%	0%
(18) c1ccc(Cn2c(SCc3nc4ccccc4s3)nnc2-c2ccco2)cc1
 : 1%	-15	i	-6%	u	u	-3%	-5%	24%
(19) c1ccc2c(C(c3nnnn3-c3ccc4c(c3)OCCO4)N3CCOCC3)ccnc2c1 (configuration not stated)
 : 16%	5	i	x	x	x	12%	-1%	14%
(20) O=C(c1cc(-c2cccs2)on1)N1CCCCC1
 : 13%	-12	i	-3%	-5%	2%	20%	22%	30%[activator]
(21) Cc1cc(C)nc(NC(=O)c2cc(-c3ccc(C)s3)nc3ccccc23)c1
 : -19%	-15	i	-10%	u	u	-5%	-1%	0%
(22) O=c1[nH][nH]c(-c2ccccc2)c1-c1ccccc1
 : u	-14	i	-1%	3%	5%	9%	4%	-1%
(23) O=C(/C(=C/O)N=Nc1cccc(C(F)(F)F)c1)c1ccccc1
 : -3%	-95*	i	-6%	16%	u	u	-23%	u
(24) Cc1ccc(-c2[nH]c(-c3ccc(Cl)cc3)nc2SCC(=O)NCC2CCCO2)cc1 (configuration not stated)
 : u	0	i	-18%	-4%	0%	14%	0%	9%
(25) O=C(O)c1ccc(N2N=C(c3ccccc3)CC2c2ccccc2)cc1 (configuration not stated)
 : 0%	33	x	4%	u	2.3µM*	-3%	-1%	x
(26) O=C(COC(=O)c1cc(S(=O)(=O)N2CCOCC2)ccc1F)Nc1ccc(Cl)cn1
 : -8%	45	i	-1%	21%	-11%	2%	-1%	3%
(27) CCCCC(CC)C(=O)NCCc1ccc(S(N)(=O)=O)cc1 (configuration not stated)
 : 19%	13	i	-15%	1%	0%	3%	3%	4%
(28) COc1ccc(C(=O)OCC(=O)NC2CC2)cc1OC
 : 4%	0	i	-2%	5%	-5%	-2%	-2%	1%
(29) CN(C)c1ccc(NC(=S)c2ccccn2)cc1
 : 15µM*	-5	i	-47%	u	-3%	u	u	u
(30) CC(=O)C1=C(C)OC(N)=C(C#N)C1c1cc2cc(C)c(C)cc2nc1Cl (configuration not stated)
 : 2%	16	i	-16%	2%	u	-4%	-29%	6%
(31) Cc1ccc(C(O)c2ncc(-c3ccc(C(F)(F)F)cc3)[nH]2)cc1F (configuration not stated)
 : 0%	-23	u	-44%	x	x	u	u	-19%
(32) CCn1cc(C(=O)N2CCCC2)c(=O)c2cc(S(=O)(=O)N3CCC(C)CC3)ccc21
 : -9%	-26	i	14%	-3%	1%	1%	4%	7%
(33) CC(=O)NCCSCCNC(C)=O
 : -3%	14	i	5%	2%	-3%	22%	17%	-5%
(34) O=C(NCCc1ccccc1)C1CCN(C(=O)N2CCOc3ccccc32)CC1
 : 1%	19	i	-9%	2%	7%	9%	3%	5%
(35) CCOc1cc(C(=O)NN=C2CCCC2)cc(OCC)c1OCC
 : -6%	37	i	7%	u	16µM*	u	u	-5%
(36) Cc1ccc(CN2CCN(Cc3ccccc3)C(CCO)C2)s1 (configuration not stated)
 : 0%	-7	i	-1%	4%	10%	-1%	-4%	1%
(37) O=c1c2ccccc2nc2n1CCS2
 : 4%	1	i	-11%	-6%	-1%	8%	8%	-4%
(38) CC(/C=N/NC(=O)c1cc(-c2cccn2C)n[nH]1)=C\c1ccccc1
 : 8%	x	i	-35%	-8%	u	-14%	u	-14%
(39) O=C(C1CCN(S(=O)(=O)N2CCC3(CC2)OCCO3)CC1)N1CCN(Cc2ccccc2)CC1
 : -20%	12	i	-10%	5.8µM*	u	8%	2%[9.24 µM]	-9%
(40) O=C(NCCCn1cccn1)c1cc(COc2ccccc2)on1
 : 5%	0	i	-3%	x	x	0%	4%	x
(41) CCCCOC(=O)c1cc(-c2ccc(/C=N/n3cnnc3)o2)ccc1Cl
 : 23%	67	i	-17%	2%	-3%	-1%	-12%	18%
(42) CCOc1ccc(NC(=O)CN(C)C(=O)C2CCN(c3ncnc4sc(C)c(C)c34)CC2)cc1OCC
 : -2%	-15	i	-22%	24%	-3%	-10%	-24%	-2%
(43) COc1ccc(OC)c(NC(=O)Nc2nc(C(N)c3ccccc3Cl)cs2)c1 (configuration not stated)
 : 0%	-51*	u	-42%	x	x	u	u	u
(44) CC1(C)C(c2ccccc2)=NC(c2ccccc2)N1O (configuration not stated)
 : -4%	-12	i	-8%	u	426%[0.0737 µM]	2%	-5%	-8%
(45) CCOC(=O)c1cccc(NS(=O)(=O)c2c(C(=O)N3CCCCCC3)c(C)n(C)c2C)c1
 : 0%	0	i	4%	-5%	2%	-1%	2%	10%
(46) Cc1ccc(NC(=O)CN(C)C(=O)/C=C/c2ccc3c(c2)OCO3)cc1
 : 3%	-11	i	0%	-5%	-2%	3%[9.24 µM]	4%	11%
(47) C/C(N)=C(/C#N)C(=O)CSc1nc2scc(-c3ccccc3)c2c(=O)n1C
 : u	5	i	-7%	-9%	-3%	0%	-9%	-29%
(48) Cc1ccc(C(=O)NCCCN2CCOCC2)c(Cl)c1
 : -3%	-1	i	3%	2%	-2%	4%	7%	35%
(49) COc1cccc(C(=O)N2N=C(c3ccccc3)CC2(O)C(F)(F)F)c1 (configuration not stated)
 : -22%	-2	i	6%	1%	u	9%	3%	6%
(50) COc1ccc(C(=O)Oc2cc3c4c(c2)C(C)=CC(C)(C)N4C(=O)C3=O)cc1OC
 : -7%	10	i	-8%	-1%	-2%	0%	-4%	7%

# The results go on.
# Value order – KB-3-1 cytotox	IL1B secr inh	ATXN viability	HepG2 tox	SW480 rereplic	MCF10A rerep	HT1080-NT tox	HT1080 IDH1KD tx	ATXN2 expr inh
(51) COC(=O)c1c(NC(=O)CCCC(=O)O)sc2c1CCCCC2
 : -7%	5	i	-5%	-2%	-3%	-5%	-11%	-30%
(52) CC1(C)C=Cc2c(c3ccccc3[nH]c2=O)O1
 : -1%	-14	i	0%	-1%	1%	-2%	-4%	13%
(53) CN1C(=O)C2C3c4ccccc4C(c4ccccc43)[C@@H]2C1=O (some centres not stated)
 : 0%	18	i	-1%	-4%	-2%	9%	6%	0%
(54) CCOC1CCc2c(C)nc(N)nc2S1 (configuration not stated)
 : 9%	-7	i	-2%	-8%	-1%	-4%	2%	x
(55) O=C(CN(Cc1ccccc1)S(=O)(=O)c1ccc(S(=O)(=O)N2CCOCC2)cc1)Nc1ccccc1
 : 1%	0	i	11%	0%	2%	0%	-7%	-1%
(56) O=C(NCC1CCCCC1)c1cccnc1
 : 8%	18	i	4%	-10%	4%	7%	5%	3%
(57) CCN(CC)C(=O)COc1ccc(/C=N/NC(=O)c2cc(-c3ccccc3OC)nc3ccccc23)cc1OC
 : 4%	x	i	4%	u	13%	1%	-4%	-16%

# Only KB-3-1 cytotox and IL1B secr inh (3 entries from above):
nr	Molecule	KB-3-1 cytotox	IL1B secr inh
26	O=C(COC(=O)c1cc(S(=O)(=O)N2CCOCC2)ccc1F)Nc1ccc(Cl)cn1	-8%	45
25	O=C(O)c1ccc(N2N=C(c3ccccc3)CC2c2ccccc2)cc1 (configuration not stated)	0%	33
15	O=C(COC(=O)COc1ccc(Cl)cc1)NCc1cccs1	6%	5
